# Source: PubChem (several laboratories)
# NALP1 inh: blocks the NALP1 inflammasome reconstituted in yeast | S. cerevisiae NALP1/ASC/caspase-1 growth, X-gal OD620, 72 h | inhibition, % at 10 µM | AID 2071 | 280,000 compounds, 0.61% hits; in the data active = inhibition mostly above about 24%, no sharp cut-off; inactive = mostly below about 32%; note: some compounds called inactive have numbers as strong as hits
# FID counter: fluorescent intercalator displacement, NS3 helicase counter-screen. inhibition, % at 7.9 µM. AID 1845. 290,000 compounds, 0.17% hits. DNA fluorescent intercalator displacement, fluorescence; in the data active = inhibition above about 37%;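 note: 0% = vehicle and 100% = reference compound; higher means more ethidium bromide displaced from hairpin DNA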
# MEKK2 mut-MEK5: signal of MEK5 binding to mutant human MEKK2 PB1 domain | AID 1530 | 290,000 compounds, 0.35% hits | bead flow cytometry, Alexa488-MEK5 binding to MEKK2 mutant | percent response, % at 10 µM; in the data active = percent response above about 24%, passing the limit was not always enough; note: inactives centre near 1; some results filed as inactive read as strong as hits; reference of the scale not given here
# MEKK3 PB1 HTS: modulators (inhibitors or enhancers) of MEK5 binding to human MEKK3 PB1 domain; bead-based flow cytometry, Alexa488-MEK5 binding to MEKK3; actives lie on both sides; 0 = blocked by unlabeled MEK5, 100 = vehicle; Q99759; binding response (% of control), % at 10 µM; 290,000 compounds, 1.4% hits;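 active = binding response more than 3 SD above or below the average of its plate-row segment, actives on both sides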;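 note: Alexa488 bead fluorescence after subtracting the streptavidin-only scavenger bead signal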
# Target sequence (Q99759 whole entry, looked up, the tested form may be a part): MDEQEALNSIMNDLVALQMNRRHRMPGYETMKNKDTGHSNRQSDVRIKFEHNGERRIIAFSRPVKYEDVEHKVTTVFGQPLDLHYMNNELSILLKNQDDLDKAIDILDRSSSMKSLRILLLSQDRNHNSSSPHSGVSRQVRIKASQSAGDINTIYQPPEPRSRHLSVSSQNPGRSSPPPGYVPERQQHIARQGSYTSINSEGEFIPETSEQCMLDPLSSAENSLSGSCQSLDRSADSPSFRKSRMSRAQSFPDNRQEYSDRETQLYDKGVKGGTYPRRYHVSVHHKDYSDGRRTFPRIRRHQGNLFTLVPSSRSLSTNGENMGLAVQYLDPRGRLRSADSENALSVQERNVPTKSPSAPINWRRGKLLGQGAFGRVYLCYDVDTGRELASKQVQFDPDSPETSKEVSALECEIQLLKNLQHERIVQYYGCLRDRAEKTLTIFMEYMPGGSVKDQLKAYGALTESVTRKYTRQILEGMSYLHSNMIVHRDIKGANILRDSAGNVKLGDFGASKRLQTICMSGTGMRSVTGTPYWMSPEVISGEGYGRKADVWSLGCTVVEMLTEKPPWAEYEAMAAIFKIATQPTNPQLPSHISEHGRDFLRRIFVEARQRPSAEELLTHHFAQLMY
# OXTR ag: agonists of human oxytocin receptor; P30559; CHO-OTR cells, Fluo-8 calcium fluorescence; normalized: DMSO 0%, oxytocin 100%; activation, % at 3 µM; 320,000 compounds, 0.32% hits; AID 2435;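 active = activation above the mean of all tested compounds plus 3 SD, cutoff set per screening run, cut at about 20% in these data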;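 note: peak over basal fluorescence ratio from a 100 s FLIPR kinetic read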
# M18AAP inhibitor: PfM18AAP enzyme inhibition; recombinant PfM18AAP, H-Glu-NHMec fluorogenic cleavage; inhibition, % at 7.35 µM; 290,000 compounds, 1.2% hits;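 active = inhibition above the campaign mean inhibition over all tested compounds plus 3 SD, cut at about 28% in these data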;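 note: 0% = plate median of test compound wells and 100% = 2 mM ZnCl2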
# PHOSPHO1 block: blocks human PHOSPHO1 phosphatase activity; 290,000 compounds, 1.1% hits; inhibition, % at 13.3 µM; AID 1565; recombinant PHOSPHO1, absorbance phosphatase assay; Q8TCT1; in the data active = inhibition above about 60%
# MEKK2 WT-MEK5: raises or lowers MEK5 binding to wildtype human MEKK2 PB1 domain | Q9Y2U5 | bead flow cytometry, Alexa488-MEK5 binding to MEKK2 WT; actives lie on both sides | binding response (% of control), % at 10 µM | 290,000 compounds, 1.1% hits; in the data active = binding response below about 67% or above about 130%
# GPR7 antag: human neuropeptides B/W receptor 1 antagonism; 290,000 compounds, 1.1% hits; GPR7-expressing cells, fluorescence antagonist assay; P48145; inhibition, % at 4.4 µM; in the data active = inhibition above about 16%, passing the limit was not always enough;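 note: cells stimulated with the agonist NPW; 0% = agonist with vehicle and 100% = vehicle without agonist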
# Target sequence (P48145 whole entry, looked up): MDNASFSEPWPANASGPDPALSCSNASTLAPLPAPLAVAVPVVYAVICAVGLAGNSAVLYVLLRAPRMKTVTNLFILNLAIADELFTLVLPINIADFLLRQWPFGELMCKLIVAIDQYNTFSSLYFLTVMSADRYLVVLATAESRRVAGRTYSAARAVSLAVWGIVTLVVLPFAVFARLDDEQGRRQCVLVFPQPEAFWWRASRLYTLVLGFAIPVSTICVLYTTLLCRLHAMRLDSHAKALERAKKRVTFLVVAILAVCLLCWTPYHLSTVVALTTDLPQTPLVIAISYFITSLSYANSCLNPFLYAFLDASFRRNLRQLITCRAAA
# Starred values were filed as active, the others as inactive; / = no result given; [ ] = another dose, or the depositor's remark.
SMILES,NALP1 inh,FID counter,MEKK2 mut-MEK5,MEKK3 PB1 HTS,OXTR ag,M18AAP inhibitor,PHOSPHO1 block,MEKK2 WT-MEK5,GPR7 antag
O=C(c1ccc(CNS(=O)(=O)c2cccc(Cl)c2)cc1)N1CCCCC1,-63.8,-39.6,-5.0,97.0,2.6,6.2,24.0,97.0,-6.5
COc1cc(SC)ccc1C(=O)Nc1ccc2c(c1)CCN2S(C)(=O)=O,-0.8,-0.3,-7.0,93.0,4.6,1.2,5.7,94.0,-8.2
COc1ccc(CN2[C@@H](CC(=O)O)c3cc(C(F)(F)F)ccc3S2(=O)=O)cc1,/,/,3.0,106.0,-1.1,/,/,106.0,/
C#CCOCCOCCOCCNc1nc(N2CCN(C(=O)C([C@@H](C)CC)n3cc(C(N)COC(=O)C(F)(F)F)nn3)CC2)nc(N2CCN(C(=O)[C@H](CCC(=O)O)n3cc(C(N)CC(C)C)nn3)CC2)n1 (some centres not stated),/,/,4.0,103.0,-0.8,/,/,105.0,/
CCOC(=O)c1cnc2ccc(C)cc2c1OCc1cc(F)cc(F)c1,-5.5,-18.2,6.0,105.0,-1.5,5.0,12.8,106.0,1.1
Cc1oc(-c2ccc(Cl)cc2)nc1CS(=O)CC(=O)NCCCN1CC(C)CC(C)C1 (configuration not stated),14.1,25.9,1.0,103.0,-1.0,-2.0,12.7,107.0,-9.7
O=C(c1ccc(F)cc1)c1ccc(N2CCCC2)cc1,-9.2,-6.9,-4.0,91.0,-2.4,-1.1,-29.9,99.0,5.3
CCOC(=O)N1CCN(S(=O)(=O)N2CCCC(C(=O)NCc3ccccc3OC)C2)CC1 (configuration not stated),-2.9,-38.7,1.0,101.0,-1.1,-4.3,-14.3,97.0,-9.3
CC(C)CCn1c(Oc2ccccc2Cl)nc2c1c(=O)n(C)c(=O)n2C,11.3,-0.2,-3.0,103.0,-2.1,1.7,-6.4,99.0,-2.2
CCc1cccc(NC(=O)Cn2c(=O)oc3cc(S(=O)(=O)N4CCOCC4)ccc32)c1,-11.1,-7.7,2.0,106.0,1.5,3.3,5.1,108.0,-4.2
C=C1CCC2C(C)(C)[C@@H](O)CC[C@@]2(C)[C@@H]1COc1ccc2ccc(=O)oc2c1 (some centres not stated),4.6,-30.4,6.0,106.0,0.5,3.6,2.5,107.0,-7.5
NC(=S)NC1CC2C=CC1C2 (configuration not stated),18.8,-3.5,-2.0,99.0,2.0,-10.6,25.4,94.0,-8.5
Cc1cccc(C(=O)Nc2cccc(C(=O)N/N=C/c3ccccn3)c2)c1,1.7,-24.3,4.0,105.0,-1.3,4.4,37.1,107.0,-8.2
Cn1nccc1C(=O)Nc1cccc(S(=O)(=O)N2CCOCC2)c1,10.3,-5.6,-1.0,102.0,-1.2,-1.7,28.0,104.0,-3.1
Cc1ccc(N2CN(S(=O)(=O)c3cccc([N+](=O)[O-])c3)c3nc4ccccc4nc32)cc1,12.7,8.2,2.0,104.0,-0.5,1.7,25.0,104.0,-25.1

# Given bar-delimited: entries from further up
Molecule | NALP1 inh | FID counter | MEKK2 mut-MEK5 | MEKK3 PB1 HTS | OXTR ag | M18AAP inhibitor | PHOSPHO1 block | MEKK2 WT-MEK5 | GPR7 antag
NC(=S)NC1CC2C=CC1C2 (configuration not stated) | 18.8 | -3.5 | -2.0 | 99.0 | 2.0 | -10.6 | 25.4 | 94.0 | -8.5
Cc1cccc(C(=O)Nc2cccc(C(=O)N/N=C/c3ccccn3)c2)c1 | 1.7 | -24.3 | 4.0 | 105.0 | -1.3 | 4.4 | 37.1 | 107.0 | -8.2
Cn1nccc1C(=O)Nc1cccc(S(=O)(=O)N2CCOCC2)c1 | 10.3 | -5.6 | -1.0 | 102.0 | -1.2 | -1.7 | 28.0 | 104.0 | -3.1

# More results:
SMILES,NALP1 inh,FID counter,MEKK2 mut-MEK5,MEKK3 PB1 HTS,OXTR ag,M18AAP inhibitor,PHOSPHO1 block,MEKK2 WT-MEK5,GPR7 antag
CCOC(=O)C(CC)Sc1nnc2c3cc(C)ccc3n(C)c2n1 (configuration not stated),-2.6,-14.9,-3.0,91.0,-1.6,-0.7,-4.6,95.0,2.7
CCN(CC)CCCNC(=O)C1CCN(C(=O)c2oc3cc4sc(N(C)C)nc4cc3c2C)CC1,20.4,24.2,1.0,101.0,-0.2,-1.2,-1.1,104.0,0.4
CCC(C(=O)N1CCc2ccccc2C1)n1nc(C)n2c(cc3occc32)c1=O (configuration not stated),-1.5,-20.2,-4.0,99.0,0.0,4.4,-20.1,95.0,-13.5
COc1ccccc1CC(=O)Nc1ccc(Cl)cc1C(=O)O,7.9,-13.7,-5.0,92.0,-0.1,-2.2,-3.1,96.0,-9.0
CCOC(=O)CN1NC2(CCCCCCC2)NC1=S,-6.3,-8.8,-5.0,95.0,0.2,14.3,7.8,104.0,-15.0
CCCN1CCN(S(=O)(=O)c2ccc(-n3cnnn3)cc2)CC1,-7.0,-2.2,3.0,98.0,1.1,5.5,14.0,103.0,-11.8
O=C(Nc1ccc(OC(=O)c2ccccc2)c(-c2nc3ccccc3s2)c1)c1ccccc1,0.8,1.0,1.0,107.0,-1.1,-1.6,12.1,103.0,-0.8
COc1ccccc1Nc1ccc(C(=O)NC2CCCCC2)cn1,11.5,-13.5,9.0,108.0,-0.8,0.6,27.8,107.0,-14.7
O=C(CN1c2ccccc2S(=O)(=O)c2ccccc21)NCc1ccccc1,18.7,-8.2,-2.0,96.0,1.4,7.2,18.4,94.0,3.4
CCOC(=O)c1c(CN(C)C)n(C)c2ccc(OC(C)=O)cc12,11.0,0.7,2.0,102.0,-0.1,-0.3,-4.2,101.0,-7.4
C/C(=N\S(=O)(=O)c1ccc(C)cc1)N1CCCCC1,-21.2,-4.0,-5.0,96.0,-1.4,2.1,10.2,93.0,-2.4
CN(C)c1ccc(C(CNC(=O)c2cccs2)N(C)C)cc1 (configuration not stated),14.0,-1.9,6.0,105.0,0.2,2.5,/,109.0,-1.2
COc1ccc(OC)c(NC(=O)CN(Cc2ccc(Cl)cc2)S(C)(=O)=O)c1,-10.9,-26.1,3.0,101.0,1.3,2.2,44.0,102.0,-9.6
Cc1cccc(OCc2nnc(SCC(=O)Nc3ccc(C)c(C)c3)o2)c1,4.7,-11.3,-1.0,96.0,1.3,0.6,-32.2,94.0,-10.5
CCCOC(=O)c1ccc(Oc2coc3c(CN(CC)CC)c(O)ccc3c2=O)cc1,30.3,4.1,-4.0,98.0,0.1,-4.7,-5.8,99.0,-13.7
CCOc1ccc(-n2ccc(=O)c(C(=O)Nc3ccc(S(=O)(=O)N4CCOCC4)cc3)n2)cc1,3.8,-6.6,2.0,100.0,-0.2,-1.7,19.9,101.0,1.7
C/C(=N\Nc1nnc(C)c(=O)[nH]1)C(=O)O,-1.2,-6.6,1.0,97.0,1.3,6.1,33.0,98.0,0.0
CCC(CC)COC(=O)C1=C(C)NC(=O)NC1c1ccc(N(C)C)cc1 (configuration not stated),5.6,-32.2,0.0,93.0,-2.2,6.6,24.7,97.0,-25.1
O=C(O)c1cc(Cl)ccc1-c1ccc(/C=C/c2cc(C(F)(F)F)[nH]c(=O)n2)o1,8.9,-20.0,-9.0,107.0,14.1,11.5,32.8,94.0,13.2
COc1ccccc1CCc1nnc(CCC(=O)NC(C)Cc2cccs2)o1 (configuration not stated),14.4,-27.6,-10.0,98.0,-1.1,3.2,21.6,91.0,-6.2
COc1cccc(C2NC(=O)CCC2[N+](=O)[O-])c1OC (configuration not stated),-5.0,-12.7,1.0,101.0,-0.2,6.6,47.9,97.0,-13.6
COc1ccc(NC(=O)COC(=O)c2c3c(nc4ccccc24)CCCC3)cc1,16.3,-17.8,-4.0,103.0,-2.5,4.5,-7.5,104.0,12.9
COc1ccc(NS(=O)(=O)c2ccc(NC(=O)CCNS(=O)(=O)c3ccc(C)cc3)cc2)cc1,21.2,-11.5,-4.0,89.0,0.1,-7.9,4.9,92.0,26.6*
O=C(NCc1nc2ccccc2[nH]1)c1ccc([N+](=O)[O-])cc1,8.0,3.9,4.0,99.0,1.3,1.6,13.8,99.0,-6.1
OC(COC(c1ccccc1)c1ccccc1)CN1CCN(c2cccc(Cl)c2)CC1 (configuration not stated),-11.2,12.8,-7.0,93.0,2.0,-14.4,-100.0,100.0,-10.8
Cc1ccc(N/C=C/c2onc(C)c2[N+](=O)[O-])cc1,/,3.4,-13.0,37.0*[inhibitor],2.5,-7.7,29.8,33.0*[inhibitor],5.2
CN(C)CCN(Cc1ccccc1)S(=O)(=O)c1ccc2c(c1)n(C)c(=O)c(=O)n2C,/,7.8,8.0,107.0,0.8,1.2,12.3,104.0,-8.7
COc1ccc(C(CC(=O)O)N2Cc3ccccc3C2=O)cc1 (configuration not stated),16.4,-13.1,10.0,109.0,0.2,-6.3,13.4,109.0,-14.0
CC(C)c1ccc(NC(=O)Cc2ccc(NC3=NC4CS(=O)(=O)CC4S3)cc2)cc1 (configuration not stated),-32.9,-19.6,-8.0,96.0,0.2,-7.5,17.6,90.0,-3.5
CCN(CCn1cccn1)C(=O)c1cc(COc2ccc(F)cc2Cl)on1,16.7,-22.1,-7.0,104.0,2.5,-13.2,49.8,97.0,-1.1
O=C(COC(=O)c1cc(=O)[nH]c2ccccc12)Nc1cccc(S(=O)(=O)N2CCOCC2)c1,/,-14.4,4.0,107.0,1.1,1.3,0.1,101.0,-8.5
COCCCNC(=O)c1sc2ncnc(N3CCc4ccccc4C3)c2c1C,-133.7,-24.7,1.0,109.0,2.2,-0.8,-14.4,104.0,-8.6
CC(=O)N1CCN(c2ccc(NC(=O)c3ccco3)cc2Cl)CC1,4.5,-13.3,3.0,98.0,0.5,-3.1,42.6,100.0,-3.8
CCOc1ccc(Nc2oc(-c3cccc(Cl)c3)nc2C#N)cc1,-0.8,1.4,2.0,102.0,0.4,6.5,8.2,103.0,-3.1
Clc1cccc(Cl)c1COn1nnc2ccccc21,4.4,-9.0,6.0,109.0,-1.0,-5.9,-8.6,108.0,3.0
Fc1ccc(C2=NN(c3ccccc3)C(c3ccco3)C2)cc1 (configuration not stated),3.3,1.8,-9.0,95.0,-2.1,3.6,44.9,85.0,-8.1
COc1ccccc1-n1nnnc1SCC(=O)NC1CCCCC1,-4.0,-15.2,-2.0,103.0,1.1,0.7,41.6,103.0,-1.8
Cc1ccc(-c2cc(C(=O)Nc3nn[nH]n3)c3ccccc3n2)c(C)c1,-2.6,-23.4,/,/,-1.0,6.1,30.6,/,-6.4
CCOC(=O)C(C)(C)N(Cc1cccc(C)c1)S(=O)(=O)c1cccc([N+](=O)[O-])c1,28.7,-0.3,4.0,97.0,-0.9,6.0,1.6,92.0,0.7
CC1CCN(c2ccc(C(F)(F)F)cc2N)CC1,-26.2,-1.6,7.0,105.0,-0.2,-13.2,-7.6,102.0,-13.7
Cn1nc(C(=O)NCc2ccc(F)cc2)c2c1-c1ccccc1S(=O)(=O)C2,-2.9,-11.5,5.0,104.0,3.2,4.1,26.3,106.0,-13.0
O=C(Nc1ccc(O)cc1)/C(=C\c1ccncc1)NC(=O)c1ccccc1,9.1,2.3,-5.0,100.0,-0.3,0.8,21.9,94.0,15.4
CCOc1ccc(-n2c(SCC(=O)O)nc3sc4c(c3c2=O)CCCC4)cc1,-4.7,-24.6,1.0,95.0,0.0,0.9,14.1,97.0,-19.8
O=C(Nc1cccc(F)c1)N1CCC(c2ccccc2)CC1,-0.8,-12.6,2.0,104.0,16.8,6.1,38.1,103.0,9.1

# MEKK3 PB1 HTS: what is marked active above
molecule,NALP1 inh,MEKK2 mut-MEK5,MEKK3 PB1 HTS,M18AAP inhibitor,PHOSPHO1 block,MEKK2 WT-MEK5,GPR7 antag
Cc1ccc(N/C=C/c2onc(C)c2[N+](=O)[O-])cc1,/,-13.0,37.0*[inhibitor],-7.7,29.8,33.0*[inhibitor],5.2
